Screening data: PubChem, several laboratories
eIF4E 4G PPI: eIF4E–eIF4G protein interaction inhibitors, primary screen, biochemical, uHTS, TR-FRET, eIF4GI fragment | inhibition, % at 21.7 µM | TR-FRET eIF4E-eIF4GI(517-606) binding, 2 h | actives 0.37% (n = 220,000) | Eukaryotic translation initiation factor 4E (Mus musculus) + Eukaryotic translation … | AID 782, 2007;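 active = inhibition above about 30%, limit read from the data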;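 also: 0% = full FRET control wells and 100% = background wells lacking eIF4GI fragment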
Hck-Nef inh: inhibitors of Nef-activated human Hck kinase, primary screen, biochemical, Z-Lyte FRET, 384-well, Hck-YEEI; Tyrosine-protein kinase HCK (Homo sapiens), P08631; Recombinant Hck-YEEI plus Nef, Z-Lyte FRET kinase assay; inhibition, % at 20 µM; actives 0.68% (n = 220,000); AID 463187, 2010;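 active = Hck-Nef kinase inhibition above about 50%, limit read from the data; inactive = inhibition below that limit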;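 also: 0% = DMSO with Hck plus Nef and 100% = Hck alone without Nef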
14-3-3 Bad inh: inhibitors of 14-3-3 zeta/Bad binding, primary screen, biochemical, TR-FRET, bovine 14-3-3 zeta; inhibition, % at 21.7 µM; actives 0.71% (n = 220,000); TR-FRET 14-3-3zeta/Dy647-pBad peptide displacement, 1 h;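 active = inhibition above about 70%, limit read from the data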;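 also: 0% = full 14-3-3 plus peptide FRET controls and 100% = background without 14-3-3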
Target sequence (P63103 whole entry, looked up): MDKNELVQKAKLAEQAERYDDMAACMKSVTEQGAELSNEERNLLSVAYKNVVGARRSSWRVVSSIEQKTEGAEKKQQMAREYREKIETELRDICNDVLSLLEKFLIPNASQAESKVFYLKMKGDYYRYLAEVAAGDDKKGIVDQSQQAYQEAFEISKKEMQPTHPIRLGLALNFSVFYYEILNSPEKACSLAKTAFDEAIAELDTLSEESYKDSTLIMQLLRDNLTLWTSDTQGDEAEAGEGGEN
PGE2 EP2 inh: human EP2 receptor antagonists, primary screen, TR-FRET cAMP, C6 glioma cells; Prostaglandin E2 receptor EP2 subtype (Homo sapiens), P43116; actives 0.52% (n = 260,000); AID 1422, 2008; C6 glioma cells expressing human EP2; cells stimulated with saturating PGE2; inhibition, % at 25 µM;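 active = percent inhibition above 40 after rounding to a whole number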;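 also: rat C6 glioma host cells with rolipram phosphodiesterase inhibitor present; the protocol text gives 20 µM as final concentration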
Target sequence (P43116 whole entry, looked up): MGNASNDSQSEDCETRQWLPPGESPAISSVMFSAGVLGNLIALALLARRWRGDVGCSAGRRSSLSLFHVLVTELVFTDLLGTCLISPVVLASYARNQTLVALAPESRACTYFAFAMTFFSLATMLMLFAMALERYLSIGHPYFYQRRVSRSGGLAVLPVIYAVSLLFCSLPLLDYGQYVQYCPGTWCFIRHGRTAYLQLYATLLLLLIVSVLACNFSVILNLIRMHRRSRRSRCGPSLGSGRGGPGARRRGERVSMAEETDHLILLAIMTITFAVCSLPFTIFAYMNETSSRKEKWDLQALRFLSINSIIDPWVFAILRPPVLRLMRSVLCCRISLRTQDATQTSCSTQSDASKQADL
zVAD death inh: inhibitors of zVAD-triggered necroptosis, primary screen, L929 cells; L929 zVAD necroptosis rescue, ATP luminescence, 24 h; with zVAD 60 µM; viability rescue, % at 10 µM; actives 0.38% (n = 220,000);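 active = activation, scaled between plate controls, above about 75%, limit read from the data; inactive = activation under that limit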;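 also: 0% = zVAD with DMSO and 100% = DMSO alone without zVAD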
EP2 mod: EP2 receptor modulators, cAMP readout, primary screen, cell-based, HTRF cAMP, PGE2 stimulation | induction, % at 25 µM | AID 940, 2007 | actives 0.83% (n = 260,000) | EP2-expressing cells, cAMP HTRF FRET, PGE2 co-stimulation;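 active = compounds whose cAMP rise, as percent of the full-agonist control response, exceeds 60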;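 also: rat C6 glioma line stably carrying human EP2 under a CMV promoter; the protocol text gives 20 µM as final concentration; 100% = response of wells given 1 µM PGE2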
Rad51 HR inh: human RAD51 strand exchange inhibitors, primary screen, biochemical, fluorescence; actives 0.085% (n = 200,000); hRad51 DNA strand exchange, fluorescence dequenching; inhibition, % at 10 µM; DNA repair protein RAD51 homolog 1 (Homo sapiens), Q06609;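 active = inhibition above 40% at the single screening dose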;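 also: 0% = DMSO control wells and 100% = blanks with heterologous ssDNA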
Target sequence (Q06609 whole entry, looked up): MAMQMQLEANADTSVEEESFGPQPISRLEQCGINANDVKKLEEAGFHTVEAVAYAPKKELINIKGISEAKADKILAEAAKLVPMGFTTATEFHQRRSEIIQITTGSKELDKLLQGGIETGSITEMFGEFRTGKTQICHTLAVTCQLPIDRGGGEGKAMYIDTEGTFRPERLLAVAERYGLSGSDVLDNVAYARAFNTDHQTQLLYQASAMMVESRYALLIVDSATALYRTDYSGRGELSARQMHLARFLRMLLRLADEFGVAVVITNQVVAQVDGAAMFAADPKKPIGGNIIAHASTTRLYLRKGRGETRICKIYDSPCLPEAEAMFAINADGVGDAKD
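Material: human Rad51–ssDNA filaments; Probe or stimulus: labelled 47-mer dsDNA for strand exchange; Doses: single 10 µM dose; Incubation: 37 °C 15-min filament assembly, 30-min compound preincubation, 15-min exchange; Technique: FRET fluorescence dequenching, excitation 485 nm, emission 520 nm; Measure: Fluorescence-based percent inhibition, control- and blank-normalised; Benchmarks: plate control and blank wells.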
Calpain2 inh: inhibitors of pig calpain II, primary screen, biochemical, fluorogenic peptide substrate, 1536-well; purified calpain II, 30 min; actives 0.37% (n = 220,000); inhibition, % at 16 µM; AID 1236, 2008;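 active = inhibition above about 50%, limit read from the data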
TbHK1 inh: Trypanosoma brucei hexokinase 1 inhibitors, primary screen, biochemical, G6PDH-coupled NADH absorbance, MLSCN library; inhibition, % at 10 µM; actives 0.11% (n = 220,000); recombinant TbHK1, G6PDH-coupled NADH A340; hexokinase 1 [Trypanosoma brucei];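 active = inhibition of 50% or more in the single-dose primary screen; inactive = inhibition below 50%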
Numbers without * were called inactive; i = inactive; x = not tested or not shown; & = joins results of further samples; [ ] = remark or other dose. Some of the compounds tested. The share of hits here may be higher or lower than overall.

#1 Cc1ccc(S(=O)(=O)c2c(COC(=O)c3ccccc3Cl)c(-c3ccccc3)nn2C)cc1
#2 O=C(NCCCn1ccnc1)C(=O)c1c[nH]c2ccccc12
#3 COc1ccc(-c2nc3ccc([N+](=O)[O-])cc3[nH]2)cc1
#4 O=C(c1nnc(Cc2ccc(Cl)cc2)o1)N1CCc2ccccc2C1
#5 Cc1ccc(S(=O)(=O)Nc2ccc(N(C)C)cc2)cc1
#6 COc1ccc(O)c(-c2c(-c3ccc(Cl)cc3)n[nH]c2C)c1
entry no.,1,2,3,4,5,6
eIF4E 4G PPI,-12,-1,15,6,12,-3
Hck-Nef inh,-2,24,3,-6,85*,2
14-3-3 Bad inh,-1,-3,2,-5,6,-2
PGE2 EP2 inh,16,6,9,12,9,9
zVAD death inh,0.3,4.3,0.4,x,2.3,1.7
EP2 mod,21,-27,-39,-13,-13,-32
Rad51 HR inh,-6,15,0,0,3,5
Calpain2 inh,-7,-16,0,4,8,6
TbHK1 inh,-4,-16,-18,-6,-3,44

#7 CC(C)(C)C(=O)Oc1ccc2cc(-c3ccc4ccccc4n3)c(=O)oc2c1
#8 CCSc1ccc(-c2cccc([N+](=O)[O-])c2)nn1
#9 Cc1ccc(SCCNC(=S)Nc2ccc(C)cc2C)cc1
#10 Cc1ccc(S(=O)(=O)N2CCN(C(=O)CSc3nnc(-c4ccco4)o3)CC2)cc1
#11 Cc1ccc(C)c(Cn2c(CN(C)Cc3ccccc3)nc3c2c(=O)n(C)c(=O)n3C)c1
#12 O=C(CSc1ccccc1C(=O)O)NC1CCCCCC1
entry no.,7,8,9,10,11,12
eIF4E 4G PPI,4[fluorescence artefact?],-1,5,3,1,-1
Hck-Nef inh,0,-6,0,0,0,11
14-3-3 Bad inh,7,-5,-5,-3,-1,0
PGE2 EP2 inh,4,14,8,9,12,6
zVAD death inh,0.2,5.2,-0.5,-0.1,-0.5,0.1
EP2 mod,7,-28,-14,9,38,38
Rad51 HR inh,-4,6,3,-12,1,2
Calpain2 inh,-348,-10,15,26,-20,-12
TbHK1 inh,-16,-6,13,-2,-14,0

#13 O=C(Cc1cccs1)NCCSc1c(-c2ccc(Cl)cc2)[nH]c2ccccc12
#14 CCC/C=C(\CCC)C(NC(=O)Cc1ccccc1)c1ccc(C(=O)OC)cc1 (stereo not drawn)
#15 Cc1c(N)cccc1-c1nc2ccccc2[nH]1
#16 CC(NC(=O)c1csc2ccccc12)C1CCCO1 (stereo not drawn)
#17 CC1CC(C)CN(S(=O)(=O)c2cccc(C(=O)N3C(=O)c4cccc(N)c4C3=O)c2)C1 (stereo not drawn)
#18 Cc1cc(Br)ccc1NC(=S)Nc1cccc([N+](=O)[O-])c1
entry no.,13,14,15,16,17,18
eIF4E 4G PPI,1[fluorescence artefact?],-1[fluorescence artefact?],-2,-3[fluorescence artefact?],-1,0
Hck-Nef inh,-9,-4,7,5,-16,0
14-3-3 Bad inh,-4,-4[fluorescence artefact?],-12,-8,3,-4
PGE2 EP2 inh,9,5,17,2,16,4
zVAD death inh,x,-0.5,-0.5,0.1,0.8,2.7
EP2 mod,-2,-93,-35,6,24,-15
Rad51 HR inh,x,6,-7,3,-6,-6
Calpain2 inh,4,3,-50,-23,-399,-2
TbHK1 inh,4,12,3,3,15,5

#19 CCOC(=O)/C=C/C(=O)Nc1ccccc1C(=O)NC1CCCCC1
#20 CCNC(=O)Nc1ccc(OC)cc1OC
#21 OC(CN1CCN(c2ccccc2)CC1)c1c[nH]c2ccccc12 (stereo not drawn)
#22 COC(=O)c1cn(C(=O)c2cc(C)cc(C)c2)c2ccccc12
#23 O=C(NC(=S)N1CCc2ccccc21)c1ccccc1
#24 COc1ccc(/C=N/n2cnnc2)cc1COc1ccccn1
entry no.,19,20,21,22,23,24
eIF4E 4G PPI,2,-8,1,1,-1,0
Hck-Nef inh,3,5,1,19,-1,0
14-3-3 Bad inh,4[fluorescence artefact?],-11,-9,-2,-10,-10
PGE2 EP2 inh,13,8,9,5,9,7
zVAD death inh,0.9,1.9,1.0,2.9,0.0,-0.1
EP2 mod,42,-1,-21,48,3,16
Rad51 HR inh,x,7,1,0,-3,x
Calpain2 inh,-6,-17,-10,7,25,-19
TbHK1 inh,-12,1,36,-5,-8,-12

#25 O=C(NCC(c1ccco1)N1CCCC1)c1ccccc1F (stereo not drawn)
#26 Cc1ccccc1NC(=S)N(Cc1cccnc1)Cc1ccco1
#27 COc1ccc(-c2cc(C(=O)N/N=C/c3sccc3C)c3ccccc3n2)c(OC)c1
#28 CCOc1cc(/C=N/NC(=O)CN2CCCCC2)ccc1OCc1ccccc1
#29 CC1(C)Cc2cccc(Oc3ccc(S(=O)(=O)N4CCCC4)cn3)c2O1
#30 Cc1cc(C)n2[nH]c(=O)c(N=Nc3cccc(Cl)c3)c2n1
entry no.,25,26,27,28,29,30
eIF4E 4G PPI,2,2[fluorescence artefact?],-28,-7,3,-3[fluorescence artefact?]
Hck-Nef inh,0,-27,11,0,-2,9
14-3-3 Bad inh,4,3,4,-5,-10,-7[fluorescence artefact?]
PGE2 EP2 inh,8,7,6,13,4,10
zVAD death inh,-0.2,-0.3,-1.0,0.2,0.0,-0.7
EP2 mod,3,2,-4,-41,-5,14
Rad51 HR inh,4,-34,-5,-2,-7,-1
Calpain2 inh,0,-1,i,-7,-5,-6
TbHK1 inh,-4,-4,-43,-8,-5,-15

Records listed so far printed as active in Hck-Nef inh:
no. | compound | eIF4E 4G PPI | Hck-Nef inh | 14-3-3 Bad inh | EP2 mod | Calpain2 inh | TbHK1 inh
5 | Cc1ccc(S(=O)(=O)Nc2ccc(N(C)C)cc2)cc1 | 12 | 85* | 6 | -13 | 8 | -3

Returning to the listing with the 3 entries that preceded the break.
#28 CCOc1cc(/C=N/NC(=O)CN2CCCCC2)ccc1OCc1ccccc1
#29 CC1(C)Cc2cccc(Oc3ccc(S(=O)(=O)N4CCCC4)cn3)c2O1
#30 Cc1cc(C)n2[nH]c(=O)c(N=Nc3cccc(Cl)c3)c2n1
#31 CCCCSc1nnc(-c2cc(Br)ccc2N)c(=O)[nH]1
#32 O=C(OCc1nnc(-c2ccccc2)o1)c1ccc2c(c1)OCO2
#33 CC(=O)Nc1cc(C(=O)N2CCc3ccccc3C2)ccc1Sc1ccc(Cl)cc1
#34 CCOC(=O)c1ccc(Nc2nc(=O)c3cccnc3s2)cc1
#35 CC(Oc1ccc(-c2ccccc2)c(F)c1)c1ccn(S(=O)(=O)c2ccc(F)cc2)n1 (stereo not drawn)
#36 CCNc1nc(NC(C)(C)C)nc(N(C#N)CC)n1
entry no.,28,29,30,31,32,33,34,35,36
eIF4E 4G PPI,-7,3,-3[fluorescence artefact?],11,11,4,5,1,-3
Hck-Nef inh,0,-2,9,1,1,2,1,-2,3
14-3-3 Bad inh,-5,-10,-7[fluorescence artefact?],2,-10,-14[fluorescence artefact?],-2,5,-9
PGE2 EP2 inh,13,4,10,5,10,6,9,4,3&8
zVAD death inh,0.2,0.0,-0.7,0.7,0.0,1.2,0.8,-0.5,1.7
EP2 mod,-41,-5,14,30,-38,2,-4,29,47&3
Rad51 HR inh,-2,-7,-1,0,-1,-1,x,0,10
Calpain2 inh,-7,-5,-6,17,72*,9,1,44,-30
TbHK1 inh,-8,-5,-15,-1,-3,-10,-7,4,3

#37 O=S(=O)(c1ccc2oc3ccccc3c2c1)N1CCCC1
#38 C=CCSc1nc2ccsc2c(=O)n1-c1ccccc1
#39 CCCCc1nc(SCCOC)c2c(=O)n(C)c(=O)n(C)c2n1
#40 COc1ccc(CC(CC(=O)O)C(=O)Nc2ccccc2)cc1 (stereo not drawn)
#41 C(=N\n1cnnc1SCc1ccccc1)/c1ccco1
#42 CCOC(=O)C1=C(CN2CCN(C(=O)OCC)CC2)NC(=O)NC1c1ccc2c(c1)OCO2 (stereo not drawn)
entry no.,37,38,39,40,41,42
eIF4E 4G PPI,5,3,1,-4,6,2
Hck-Nef inh,5,2,23,-1,10,22
14-3-3 Bad inh,-6,-8,-1,6,-20,-7
PGE2 EP2 inh,6,5,6,9,20,6
zVAD death inh,-0.2,-0.6,-0.2,-0.1,1.4,0.7
EP2 mod,-55,68*,59,18,14,11
Rad51 HR inh,2,8,3,4,-3,13
Calpain2 inh,-18,19,23,-14,-26,5
TbHK1 inh,6,-3,7,-1,3,2

#43 CC(C)(C)OC(=O)NC(CC(=O)OCc1ccccc1)C(=O)O (stereo not drawn)
#44 O=C(c1ccc(F)cc1)[C@@H]1[C@@H](C(=O)c2ccccc2)[C@@]2(C(=O)Nc3ccccc32)[C@H]2c3ccccc3C=CN12
#45 O=C(CSc1oc(-c2ccccc2)nc1S(=O)(=O)c1ccc(F)cc1)NCC1CCCO1 (stereo not drawn)
#46 Cn1c(CN2CCOCC2)c(C#N)c2ccccc21
#47 COc1ccc(/C=N/Nc2ccccn2)c(OC)c1OC
#48 CN(c1ccc(C(=O)NCc2ccc3c(c2)OCO3)cc1)S(C)(=O)=O
entry no.,43,44,45,46,47,48
eIF4E 4G PPI,-4,2,3,4,1,-9
Hck-Nef inh,9,1,1,1,9,-1
14-3-3 Bad inh,-20,5,16,32,-11,-4
PGE2 EP2 inh,14,5,13,0,5,3
zVAD death inh,0.2,1.7,-0.1,-0.2,83*,-0.3
EP2 mod,2,18,-6,-15,-51,-4
Rad51 HR inh,7,-26,-8,6,15,-3
Calpain2 inh,-14,-18,-8,-9,1,-15
TbHK1 inh,-12,-11,0,0,-29,7

#49 Cc1ccc(S(=O)(=O)NNC(=O)c2ccoc2C)cc1
#50 CC(=O)N1CCc2cc(Br)cc(S(=O)(=O)N3CCc4ccccc43)c21
#51 C(=C\CSc1ncn[nH]1)/CSc1ncn[nH]1
#52 Cc1ccc(/C(=C\CN2CCCC2)c2ccccn2)cc1
#53 NS(=O)(=O)c1ccc(NC(=O)c2c(F)cccc2Cl)cc1
#54 Cc1cc(C)c2nc(-c3cccnc3)cc(C(=O)Nc3ccc(S(=O)(=O)Nc4onc(C)c4C)cc3)c2c1
#55 O=C(CN1CCOCC1)Nc1ccc(NC(=O)CN2CCOCC2)c(Cl)c1
#56 Cc1ccc(NC(=O)COC(=O)C2=COCCO2)cc1
entry no.,49,50,51,52,53,54,55,56
eIF4E 4G PPI,3,-4,-2,-19,-6,3,1,6
Hck-Nef inh,23,10,0,23,4,63*,-2,1
14-3-3 Bad inh,-3,-2,0,5,-20,-5,-2,15[fluorescence artefact?]
PGE2 EP2 inh,9,6,5,13&11&19,9,7,8,8
zVAD death inh,0.5,-1.2,1.5,-0.3,1.1,3.6,2.0,0.1
EP2 mod,22,8,27,17&5&29,-4,5,17,-14
Rad51 HR inh,x,x,1,-6,-11,5,-2,6
Calpain2 inh,-12,-14,19,6,-20,55*,-2,27
TbHK1 inh,-9,-8,2,-1,-3,-10,1,1
